Growth percent in the NCI-60 one-dose screen (48 h, 10 µM unless noted): 100 = growth as untreated, 0 = no growth, -100 = all killed.
HOP-92: HOP-92 NSCLC cells | 71,000 tested, 6.3% active
MOLT-4: MOLT-4 leukemia cells. AID 1794779. 80,000 tested, 6.9% active
A549/ATCC: A549/ATCC NSCLC. 81,000 tested, 3.7% active
RPMI-8226: RPMI-8226 leukemia cells; 77,000 tested, 7.5% active; AID 1794781
HOP-62: HOP-62 NSCLC. 80,000 tested, 3.9% active. AID 1794735
M14: M14 melanoma; AID 1794745; 80,000 tested, 6.2% active
EKVX: EKVX NSCLC; 71,000 tested, 3% active; AID 1794765
CCRF-CEM: CCRF-CEM leukemia. AID 1794778. 77,000 tested, 7% active
* hit, by the source's call; / = not tested or not shown; & = joins results of further samples; [ ] = another dose, or the depositor's remark. The calls were made as follows: active = growth percent below 10; inactive = the rest. This is a random part of the collection, and some 13% of all compounds hit somewhere here.

Values run as follows: HOP-92	MOLT-4	A549/ATCC	RPMI-8226	HOP-62	M14	EKVX	CCRF-CEM
Cc1ccc(S(=O)(=O)Nc2ccc(C(=O)/C=C/c3cccc(F)c3)cc2)cc1
→ 88	94	84	68	97	96	95	96
Cc1c(C)c(CC#N)c(C)c(C)c1CC#N
→ 84	94	/	97	100	93	/	/
CCCCCN1C=C/C(=C\C(=O)N(C)c2cccc3ccccc23)c2ccccc21
→ 93	99	102	79	102	102	89	89
COc1ccc(C2=NN(C=O)C(c3cccc(Nc4ccnc5cc(Cl)ccc45)c3)C2)cc1 (centres undefined)
→ 37	9.9*	30	23	13	19	36	17
O=C1CCCC(=O)C1
→ 92	99	112	103	98	104	/	/
CCCCCCCCCCCOc1ccc(/C=C/C(=O)c2ccc(OC)cc2)cc1
→ 114	79	91	78	116	110	/	40
NNC(=O)c1ccco1
→ 81&89	105&98	93&93	101&110	94&111	105&105	113&104	113&96
O=C(O)C1=CSC[C@@H](C(=O)O)N1
→ 85	95	87	98	87	93	93	100
CC(=O)n1c(-c2ccc(Cl)c(Cl)c2)cn(-c2ccc(Cl)cc2)c1=O
→ /	18	-10*	-11*	-29*	34	30	-26*
CCOC(=O)C(CCc1ccccc1[N+](=O)[O-])C(=O)OCC
→ 89	108	103	98	91	101	/	99
N#Cc1c(Nc2ccccc2)nn2cc(-c3nc4ccccc4s3)c(N)nc12
→ 81	94	81	92	93	59	72	79
Cc1cn(-c2cc(NC(=O)c3cncc(C#Cc4cnc5ccc(OCC6(C)COC6)nn45)c3)cc(C(F)(F)F)c2)cn1
→ /	84	95	93	87	89	103	95
CN(C)c1ccc(C2SCC(=O)N2c2nnc(Cn3cnnc3)o2)cc1 (centres undefined)
→ 68	87	96	81	81	105	80	78
Nc1nc2nc(-c3cccc(Nc4ccnc5cc(Cl)ccc45)c3)cc(-c3ccc(Cl)cc3)c2c(=O)[nH]1
→ 82	84	100	98	125	112	/	95
CCN1CCN(C(C(=O)NC2CCCCC2)c2ccc(Cl)cc2)C(=O)c2ccccc2C1=O (centres undefined)
→ 97	89	70	96	94	95	101	99
N#CCc1nc2ccccc2[nH]1
→ 81	100	79	97	75	97	101	99
COc1ccc(/C=C/C(=O)n2nnnc2-c2ccccc2)cc1
→ 82	91	105	99	105	99	103	98
O=C(NCCc1ccc(O)c(O)c1)C12CC3CC(CC(C3)C1)C2
→ 66	73	105	22	74	103	111	24
Cc1ccccc1NC(=O)NC(CC(N)=O)c1ccc2c(c1)nc(-c1cccc(Oc3ccc(C(C)(C)C)cc3)c1)n2CCCN1CCCCC1C (centres undefined)
→ 13	-11*	55	-29*	26	-82*	79	1.6*
COc1ccc(OC)c([N+](=O)[O-])c1C(=O)CNC(C)=O
→ 90	101	100	93	105	107	98	110
Cn1cnc([N+](=O)[O-])c1S(=O)(=O)NCN1CCOCC1
→ 83	101	107	62	95	99	95	82
Nc1nc(N)nc(C2C=CCCC2)n1 (centres undefined)
→ 83	90	96	106	96	104	114	/
CN1CCN(C(=O)Nc2cccc(-c3ccccc3)c2)CC1
→ 79	100	96	78	99	96	94	90
O=C1CCN(c2ccccc2)N1Cn1nnc2ccccc21
→ 104	89	98	/	95	101	103	122
CSc1ccc(NC(=O)Nc2ccccc2C(N)=O)cc1
→ /	109	104	108	115	106	103	111
COc1cccc(NC(=O)c2cccc(-c3cc(=O)c4c(O)c(OC)c(OC)cc4o3)c2)c1
→ 66	76	73	46	62	74	92	65
CCCCCCCCCCCCCCCC[N+](C)(CCO)Cc1cnc[nH]1 (centres undefined)
→ -56*	-77*	-36*	-58*	-64*	-42*	38	/
COc1cc(/C=C\c2cc(OC)c(OC)c(OC)c2)cc(N/C=C\C(=O)c2c[nH]c3ccccc23)c1OC
→ 48	-29*	84	-33*	83	53	/	-57*
CC(C(=O)c1c([O-])on[n+]1-c1ccccc1)N1CCN(C)CC1 (centres undefined)
→ 95	92	98	99	95	107	/	101
C=Cc1cc2oc3ccccc3c(=O)c2c(O)c1-c1cc(OC)c2c(Cl)c(CCC)n(C)c(=O)c2c1O
→ 67	93	89	105	108	98	82	99
O=P(C(=S)Nc1ccccc1Cl)(c1ccccc1)c1ccccc1
→ 75	49	99	70	112	96	/	68
O=C(NNC(=O)c1ccc(NC(=O)c2ccccn2)cc1)NC1CCCCC1
→ 105	105	103	107	113	108	101	99
COc1ccc(OC)c(C2NC(=O)NC(C)=C2C(=O)c2ccc(Cl)cc2)c1 (centres undefined)
→ 87	92	102	99	99	106	110	90
COc1ccc(-c2nc3c(c(C)nc4c3nnn4-c3ccccc3)c(=O)o2)cc1
→ 108	105	110	110	/	108	103	101
O=C(O)c1ccc(C(=O)c2ccccc2)cc1
→ 77	97	99	98	82	99	96	99
Cc1cc(C)c(-c2c(O)c(Br)c(-c3c(C)cc(C)c(Br)c3C)c(O)c2Br)c(C)c1Br
→ -3.7*	29	19	26	62	30	19	36
O=C(O)/C=C/c1ccncc1
→ 108	98	94	106	93	119	/	101
CNC(=O)c1cc(Oc2cccc3nc(NC(=O)c4ccc(Cl)cc4Cl)ccc23)ccn1
→ 106	96	70	91	88	/	77	106
COc1cc(-c2cc(-c3ccc(N(C)C)cc3)c(C#N)c(N3CCOCC3)n2)cc(OC)c1OC
→ 95	55	80	/	85	81	81	78
CC1(C)CC(=O)C(c2ccccc2)=C(O)c2ccccc21
→ 92	148	103	109	86	90	117	98
O=S(=O)(NCCNc1nccc(-n2cnc3ccccc32)n1)c1ccc(C(F)(F)F)cc1
→ 55	45	55	45	66	/	35	58
CC/C=C\C/C=C/C=C1\CC=C(CCO)C1=O
→ 95	103	69	109	74	102	108	94
COc1cc2cc(Oc3ccc(NC(=O)Nc4cccc(C(F)(F)F)c4)cc3)c(C)nc2cc1OCCN1CCCCC1
→ 23	-55*	-56*	/	-69*	-64*	27	1.5*
CCOC(=O)C(Cc1ccccc1)N/C(CCCO)=C(/C#N)c1nc2ccc(C)cc2c(=O)[nH]1 (centres undefined)
→ 79	62	117	84	97	117	124	94
OC(CC1CCCC(CC(O)c2ccccc2)N1CCc1ccccc1)c1ccccc1 (centres undefined)
→ /	103	103	110	109	111	/	93
Cc1cc(O)c(C(=O)c2c[nH]c(=O)c(-n3cnnn3)c2)cc1C
→ 86	99	85	94	81	109	102	94
CCCCC(CC)C(=O)O (centres undefined)
→ 95	96	107	107	/	103	99	104
Cc1ccccc1Nc1nc(N)[nH]c(=O)c1N=O
→ 97	97	105	105	88	104	/	99
O=C(Cc1ccccn1)c1ccncc1
→ 119	90	96	/	112	/	111	110
Cc1cc(Nc2ccc(C(=O)N3CCCC3)cc2)nc(NCCCNc2ccnc3cc(Cl)ccc23)n1
→ 91	37	104	75	81	82	101	65
OCCNCCNc1ccnc2cc(Cl)ccc12
→ 92	81	70	100	103	92	100	92
COc1ccccc1C(=O)Cc1ccccc1
→ 71	102&103	98	108&100	111	103&102	101&111	90&41
Nc1nc(N)c(N=Nc2ccc(SCC(=O)O)cc2)c(=O)[nH]1
→ 102	103	108	86	104	107	109	92
O=C(NNc1nc(-c2ccc(Cl)cc2)cs1)c1ccccc1Cl
→ 106	86	88	96	107	102	/	99
O=C(/C=C/c1ccc(Cl)cc1)c1cccc(Nc2nc(Nc3ccccc3)nc(Nc3ccccc3)n2)c1
→ 24	62	82	-44*	85	94	106	76
NC1=NC(c2ccccc2OCc2ccccc2)n2c(nc3ccccc32)N1 (centres undefined)
→ 52	87	105	98	109	131	109	96
CC(=O)OCC(OC(C)=O)c1ccccc1 (centres undefined)
→ 79&82	95&107	85&109	92&99	103&113	100&98	107&109	75&107
CCOC(=O)CCNc1nc(N)nc(N(C)Cc2ccccc2)c1C=O
→ 98	99	105	104	104	109	113	101
CCn1c(N)nc2c1c(=O)n(C)c(=O)n2C
→ 76	110	94	109	105	108	117	92
C#CC(C)(CC)NC(=O)c1cc(-c2ccc3c(c2)OCO3)on1 (centres undefined)
→ 102	102	98	113	120	102	101	98

The results go on.
Values run as follows: HOP-92	MOLT-4	A549/ATCC	RPMI-8226	HOP-62	M14	EKVX	CCRF-CEM
Cc1ccc(C(=O)Cc2ccccc2)cc1
→ /	83	107	115	114	105	111	120
CC(=O)NC1=NC(=O)/C(=C/c2ccccc2Cl)N1C
→ 94	102	105	99	102	100	87	104
Cc1c(Cl)c(=O)oc2cc(O)ccc12
→ /	106	97	98	111	95	97	107
N#CC(C#N)C(C#N)(C#N)CC(=O)c1ccco1
→ 87	110	102	108	101	96	91	123
O=C1Nc2ccc(Br)cc2C12CC(c1ccccc1)=NN2 (centres undefined)
→ 58	36	32	28	52	28	/	32
NC(=O)NNC(=O)NNC(N)=O
→ /	107	98	105	118	100	/	100
COc1ccc(/C=C2\C=C(c3ccc(OC)cc3)N(C(=S)NN)NC2=O)cc1
→ 83	81	93	101	103	98	100	88
C(=N\Nc1nn[nH]n1)/c1ccccc1
→ 110	108	114	100	104	127	95	103
Nc1cccc(-c2nc3sccn3c2-c2ccnc(NCCCNS(=O)(=O)c3ccc(Cl)cc3)n2)c1
→ 80	90	105	79	113	107	98	94
O=C1CC(=P(c2ccccc2)(c2ccccc2)c2ccccc2)C(=O)N1c1ccccc1
→ 65&83	94&109	92&91	108&98	108&104	117&105	109&93	103&108
O=C1CCC(NNC(=O)c2ccc(Cl)cc2Cl)N1 (centres undefined)
→ 95	101	101	101	108	102	102	98
COc1ccc(CN2C(=O)CSC2c2cc3ccccc3[nH]c2=O)cc1OC (centres undefined)
→ /	96	102	98	108	103	103	79
C(=N/Nc1ncc(-c2cc3cc(-c4ccccc4)ccc3o2)s1)/c1cccs1
→ 105	97	13	70	118	111	95	98
c1ccc(Cn2cc3c(c2-c2ccccc2)CCc2c(CN4CCCC4)noc2-3)cc1
→ 75	101	104	80	105	/	82	89
OCCN(CCc1ccccc1)CCc1ccccc1
→ 102	99	98	116	100	110	104	109
CN(C)C(=O)c1cccnc1
→ 66	119	97	133	94	112	103	115
COc1ccc(C(C)O)cc1 (centres undefined)
→ /	96	101	105	117	94	/	91
Cc1ccc2sc3c(Cl)nc4ccccc4c3c(=O)c2c1
→ 108	91	107	120	86	95	99	105
CCCCCCc1cc2cc(-c3nc4ccccc4[nH]3)c(=Nc3ccccc3C)oc2cc1O
→ 13	21	50	-20*	58	9.1*	/	25
Cc1cccc(C)c1NC(=O)c1ccccc1
→ 86	104	108	101	102	100	106	97
C#Cc1cccc(NC(=O)Nc2ccc(N=C=S)cc2)c1
→ 82[8.25 µM]	94[8.25 µM]	100[8.25 µM]	66[8.25 µM]	96[8.25 µM]	84[8.25 µM]	102[8.25 µM]	69[8.25 µM]
Cc1ccc(S(=O)(=O)N2CCc3c([nH]c4ccccc34)C2c2ccc(-c3nc4ccccc4[nH]3)cc2)cc1 (centres undefined)
→ 102	96	93	99	94	86	87	106
CCOC(=O)C(CC1=CS(=O)(=O)c2ccc(Cl)cc21)(NC(C)=O)C(=O)OCC
→ 92	110	96	94	94	106	/	99
C=CCN(CC=C)CC(=O)Nn1c(C)ccc1C
→ 119	93	108	98	101	105	/	96
CC(=O)c1ccc(C)c(N)c1
→ 93	103	93	101	100	93	92	94
CN(C)CCOc1ccc(/C(=C(/CCCCCCCCCC[P+](c2ccccc2)(c2ccccc2)c2ccccc2)c2ccccc2)c2ccccc2)cc1
→ -84*	-60*	-64*	-48*	-66*	-80*	-86*	-56*
c1cc(CNC23CC4CC(CC(C4)C2)C3)cc(C[N+](Cc2cccc(CNC34CC5CC(CC(C5)C3)C4)c2)(Cc2cccc(CNC34CC5CC(CC(C5)C3)C4)c2)Cc2cccc(CNC34CC5CC(CC(C5)C3)C4)c2)c1 (centres undefined)
→ 33[42 µM]	-22*[42 µM]	16[42 µM]	-12*[42 µM]	33[42 µM]	24[42 µM]	31[42 µM]	3.9*[42 µM]
C=C1C(=O)O[C@H]2[C@H]1CC/C(COC(=O)NCCOCCOCC(=O)Nc1ccc(OC)c(C(N)=O)c1O)=C\CC[C@@]1(C)O[C@@H]21
→ 24	17	84	16	84	60	84	-4.4*
Nc1ncc2c(n1)-c1cn(Cc3ccccc3)cc1CC2
→ /	106	108	94	85	89	79	98
Cc1ccc(-n2c(SCC(=O)Nc3ccc(-c4nc5ccc([N+](=O)[O-])cc5[nH]4)cc3)nc3ccccc3c2=O)cc1
→ 104	82	97	99	112	110	111	94
Nc1c(C(=O)Nc2ccccc2C(F)(F)F)sc2nc3c(cc12)CCC3
→ 97	88	90	110	89	113	97	101

Screening data deposited in PubChem BioAssay by NCI.
